From PubChem
Vif-APOBEC3F blk = inhibitors of Vif-A3F interaction; actives 0.2% (n = 390,000); Potency, µM (highest dose often 46.1 µM), without a hit: at the top dose activity, negative = active; AID 602313; HeLa A3F-eYFP + Vif (tagged APOBEC3F with the HIV-1 protein that degrades it), YFP fluorescence increase; note: % of control where 0% means no effect; nearly all actives have a fitted effect of over 65% in size
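HeLa cells stably expressing A3F-eYFP plus Vif, plated and incubated overnight at 37 deg C, then exposed to compounds overnight at 37 deg C. Blocked degradation read as raised yellow fluorescence (Ex 488/Em 500-530).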
Vif-A3G inh = Vif-A3G binding inhibition; Q9HC16; HeLa A3G-eYFP + Vif (tagged APOBEC3G with the HIV-1 protein that degrades it), YFP fluorescence, overnight; Potency, µM (doses to about 46.1 µM), for the others: at the top dose activity, negative = active, hits mostly inhibitors; actives 0.076% (n = 410,000);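 note: % is set by controls: 0 for no effect and ±100 for the full control effect; nearly all actives have a fitted effect of over 60% in size; hits raise eYFP signal because A3G escapes Vif-driven loss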
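HeLa cells stably expressing Vif and C-terminally eYFP-tagged A3G, seeded overnight at 37 deg C, then exposed to compound by pintool overnight at 37 deg C. Rise in yellow fluorescence (Ex 488/Em 500-530, Acumen) marks blocked Vif-driven A3G degradation.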
RXFP1 ag = RXFP1 (human) receptor agonism; Potency, µM (highest dose often 57.5 µM), inactives show top-dose activation, actives largely listed as activators; Q9HBX9; actives 0.3% (n = 370,000); HEK293T-RXFP1 cAMP TR-FRET, 30 min; response scale: percent of porcine relaxin response, buffer zero; note: % is set by controls: 0 for no effect and ±100 for the full control effect; nearly all actives have a fitted effect of over 60% in size; many of its hits are not listed in these tables
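HEK293T cells stably expressing RXFP1 were pretreated with the PDE4 inhibitor Ro 20174, exposed to compounds for 30 min at 37C, lysed, and cAMP was read by TR-FRET. Data normalized to buffer (basal) and 29 nM porcine relaxin (100%).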
USP1 inh = inhibitors of human USP1/UAF1 deubiquitinase; Potency, µM (highest dose often 57.1 µM), inactives show top-dose activity change, negative = inhibition, hits mostly inhibitors; AID 743255; actives 0.23% (n = 390,000); recombinant USP1/UAF1, Ub-Rhodamine cleavage fluorescence; note: % is set by controls: 0 for no effect and ±100 for the full control effect; nearly all actives have a fitted effect of over 60% in size; inactives centre near -12
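USP1/UAF1 complex (1 nM) preincubated 15 min at room temperature with compound, then Ub-Rho substrate (150 nM final) added. Kinetic fluorescence at 480/540 nm over 6 reads at 60 s intervals; 50 mM HEPES pH 7.8, 0.5 mM EDTA, 0.1 mg/ml BSA, 1 mM TCEP, 0.01% Tween-20.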
ALOX12 inh = inhibitors of human 12S-lipoxygenase ALOX12; P18054; purified 12hLO, xylenol orange hydroperoxide absorbance; Potency, µM (doses to about 108 µM), for the others: at the top dose activity change, negative = inhibition, actives largely listed as inhibitors; actives 1.1% (n = 580,000); AID 1671190; note: % is set by controls: 0 for no effect and ±100 for the full control effect
Target sequence (P18054 whole entry, looked up): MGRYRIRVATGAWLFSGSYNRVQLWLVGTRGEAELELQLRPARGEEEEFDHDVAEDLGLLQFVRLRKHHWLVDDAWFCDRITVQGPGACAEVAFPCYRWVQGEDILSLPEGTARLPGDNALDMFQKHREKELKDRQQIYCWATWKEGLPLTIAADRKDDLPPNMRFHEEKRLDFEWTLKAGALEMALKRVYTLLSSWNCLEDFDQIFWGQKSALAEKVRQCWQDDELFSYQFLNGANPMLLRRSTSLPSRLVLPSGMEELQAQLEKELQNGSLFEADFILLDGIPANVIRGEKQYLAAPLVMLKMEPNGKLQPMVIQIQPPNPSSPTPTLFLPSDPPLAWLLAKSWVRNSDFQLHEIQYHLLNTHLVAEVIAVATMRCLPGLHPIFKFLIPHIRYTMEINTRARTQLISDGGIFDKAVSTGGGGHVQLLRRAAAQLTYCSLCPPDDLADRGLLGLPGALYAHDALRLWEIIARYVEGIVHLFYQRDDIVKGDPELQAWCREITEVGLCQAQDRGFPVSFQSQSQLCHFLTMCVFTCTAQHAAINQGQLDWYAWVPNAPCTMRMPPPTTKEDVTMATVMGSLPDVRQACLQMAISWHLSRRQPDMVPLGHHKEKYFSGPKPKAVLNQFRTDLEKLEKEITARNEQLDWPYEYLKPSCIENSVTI
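Purified human 12hLO at 150 nM in 25 mM Hepes, 0.01% Triton X-100, pH 7.0, preincubated 15 min at room temperature with compound. Reaction started with 40 uM arachidonic acid, 30 min at room temperature. Hydroperoxide measured by Fe-xylenol orange, 573/405 nm absorbance ratio.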
TrxR1 substrate = is turned over as a substrate by rat TrxR1. O89049. purified TrxR1 substrate turnover, NADPH consumption readout. Potency, µM (titrated, usually from 114 µM), for the others: at the highest dose activity change, negative = substrate turnover. actives 0.01% (n = 390,000). AID 588456; note: % is set by controls: 0 for no effect and ±100 for the full control effect; nearly all actives have a fitted effect of over 50% in size
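Rat TrxR1, dispensed at 90 nM, was prereduced with 400 uM NADPH (final) for 5 min at ~22 deg C, then incubated with compound 15 min before 400 uM selenite. A first-read NADPH fluorescence drop versus no-compound background flagged substrates.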
RGS4 inhibitor = inhibitors of human regulator of G protein signaling 4. P49798. Transcreener GDP fluorescence polarization, RGS4-accelerated GTP hydrolysis. Potency, µM (doses to about 114 µM), without a hit: at the top dose activity change, negative = inhibition, hits mostly inhibitors. actives 0.039% (n = 390,000). AID 504845; note: % is set by controls: 0 for no effect and ±100 for the full control effect; nearly all actives have a fitted effect of over 75% in size; some results filed as inactive show a strong effect at the top dose
Target sequence (P49798 whole entry, looked up): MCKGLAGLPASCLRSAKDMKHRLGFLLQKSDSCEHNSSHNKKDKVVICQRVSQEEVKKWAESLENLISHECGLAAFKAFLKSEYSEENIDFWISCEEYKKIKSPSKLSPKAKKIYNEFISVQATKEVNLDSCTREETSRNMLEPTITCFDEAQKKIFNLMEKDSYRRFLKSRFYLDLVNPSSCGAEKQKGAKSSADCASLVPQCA
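MLSMR compounds (23 nl, pin-transferred) preincubated 10 min at room temperature with a 500nM (2x) first reagent, then RGS4 at 900nM (2x) plus Transcreener GDP mix added; fluorescence polarization (620/688 nm) read before and after 90 min at 30 °C.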
mIDH1 inhibitor = human IDH1 R132H inhibition. O75874. IDH1-R132H enzyme, NADPH consumption, diaphorase/resazurin fluorescence. Potency, µM (highest dose often 76.6 µM), inactives show at the highest dose activity change, negative = inhibition, hits mostly inhibitors. actives 0.093% (n = 390,000). AID 602179; note: % is set by controls: 0 for no effect and ±100 for the full control effect; nearly all actives have a fitted effect of over 65% in size
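IDH1-R132H (0.5 ug/mL) preincubated 30 min with compound, then NADPH (0.016 mM) and alpha-KG (2 mM) added; 80 min at RT, pH 7.5. Remaining NADPH coupled via diaphorase/resazurin to fluorescence (540/590 nm); concentration-response curves normalized to no-enzyme control.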
rTrxR1 inhibitor = blocks rat thioredoxin reductase 1. recombinant rTrxR1, NADPH fluorescence consumption, selenite substrate. Potency, µM (titrated, usually from 114 µM), without a hit: top-dose activity change, negative = inhibition, most hits filed as inhibitors. actives 1% (n = 390,000); note: % is set by controls: 0 for no effect and ±100 for the full control effect; nearly all actives have a fitted effect of over 65% in size
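Rat TrxR1 (90 nM in the dispensed reagent) was pre-reduced with 400 uM NADPH for 5 min at room temperature, then incubated with compound for 15 min. After 400 uM selenite was added, NADPH fluorescence (Ex 340/Em 450 nm) was followed for 8 min.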
Starred values were filed as active, the others as inactive; ? = inconclusive; . = no result given; [ ] = remark or other dose. Calls come from the whole dose curve; as a rule, active = well fitted curve in the direction sought with a large enough effect; inconclusive = small, poorly fitted or top-dose-only effect, or another doubt; inactive = no such curve, though single readings can be large; an effect the other way counts as inactive or inconclusive. Potency is the fitted concentration of half-maximal effect. The list is partial, so the mix of outcomes need not match the whole.

SMILES	Vif-APOBEC3F blk	Vif-A3G inh	RXFP1 ag	USP1 inh	ALOX12 inh	TrxR1 substrate	RGS4 inhibitor	mIDH1 inhibitor	rTrxR1 inhibitor
COc1cccc(N2CCN(C(=O)CN(C)S(=O)(=O)c3ccc4c(c3)c(=O)n(C)c(=O)n4C)CC2)c1	2%	-7%	5.3%	-26%	-19%	3%	-11%	10%	19%
C=C(C)COc1ccc(-c2ncnc(C(F)(F)F)c2-c2ccccc2)c(O)c1	-9%	-6%	0.2%	-15%	.	-5%	-16%	13%	2%
Clc1ccc(-c2nc(-c3ccncc3)no2)c(Cl)c1	0%	-1%	.	-8%	292%[activator]	4%	8%	0%	18%
c1ccc(CN(Cc2ccco2)C(c2ccncc2)c2nnnn2C2CCCC2)cc1 (stereo not given)	-6%	0%	0.0%	?	?	12%	?	8%	?
CC(C)CC(NC(=O)CCl)c1ccccc1 (stereo not given)	-8%	2%	1.8%	-4%	-8%	5%	19%	2%	-13%
CC1CN(c2c3c(nc4ncnn24)CCCC3)CC(C)O1 (stereo not given)	-6%	2%	5.5%	-13%	0%[57.4 µM]	-1%	-45%	12%	3%
CC(C)NC(=O)C1CCN(c2ccc(S(=O)(=O)N3CCOCC3)cc2Cl)CC1	-55%	1%	-2.8%	3%	8%	-1%	-5%	0%	20%
COc1ccccc1C(=O)Nc1ccnn1C1CCN(Cc2ccc3nonc3c2)CC1	-7%	-6%	-0.2%	-9%	0%	3%	26%[56.9 µM]	5%	40%
CCNC1(C#N)CCN(Cc2ccccc2)CC1	1%	1%	.	-6%	1%	6%[57.1 µM]	24%	8%	?
O=C(Nc1nc(-c2ccco2)c(-c2ccco2)s1)c1c(F)cccc1Cl	4%	-16%	0.3%	-26%	?	2%	-40%	1%	?
CCN(C(=O)CSc1nnnn1-c1ccccc1)C1CCS(=O)(=O)C1 (stereo not given)	1%	0%	-4.1%	3%	0%	3%[57.1 µM]	-7%	6%	14%[57.1 µM]
Cc1ccc(C(c2nnnn2Cc2ccccc2)N2CCN(Cc3ccccc3)CC2)cc1 (stereo not given)	-3%	-6%	1.5%	-25%	-4%	3%	-21%[11.4 µM]	3%	1%
Cc1ccc(NC(=O)c2oc3ccccc3c2NC(=O)c2cc3ccccc3o2)cc1	-3%	3%	-2.0%	-23%	-12%	6%	23%	9%	19%
CN1CCC(N(C)C(=O)c2ccc(Cl)c(S(=O)(=O)N(C)c3ccc(Cl)cc3)c2)CC1	-12%	1%	.	-17%	?	3%[11.4 µM]	18%	-1%	14%
CC(=O)N/N=C/C1=CCC2CC1C2(C)C (stereo not given)	21%	3%	3.3%	-2%	0%	-10%	11%	-13%	-6%
CC(C)c1nc(SCC(=O)Nc2nc3c(s2)CCCC3)c2ccccc2n1	2%	-11%	24%	-10%	-23%	-14%	-16%	6%	0%
COc1ccccc1OCC(=O)Nc1ccc(C(N)=O)cc1	-16%	-1%	1.3%	-4%	0%	12%	21%	6%	23%
O=S1(=O)C=C(SCc2ccc(F)cc2)Nc2ccccc21	-18%	1%	1.0%	-1%	-2%	0%	7%	10%	4%
CC(C)NC(=O)C1CCCN(S(=O)(=O)c2cccs2)C1 (stereo not given)	-10%	-1%	1.6%	-22%	14%	3%[57.1 µM]	-1%	-2%	5%[57.1 µM]
Cc1cccc(/C=C/c2nc3ccccc3c(=O)n2Cc2ccccc2)c1	0%	-2%	0.2%	-5%	-9%	-3%	14%	-2%	13%[57.1 µM]
Clc1ccccc1-c1nn2c(-c3ccncc3)nnc2s1	0%	0%	2.2%	-8%	.	8%	?	1%	-8%[57.1 µM]
Cc1cc(O)c(C(C)C)cc1N=Cc1ccccc1[N+](=O)[O-]	-12%	0%	.	?	?	0%	?	24%	-18%
Cc1nnc(NC(=O)CSCc2ccccc2)s1	-8%	-2%	-1.0%	-12%	-19%	11%[57.1 µM]	0%	-3%	12%[57.1 µM]
O=C(NCc1ccc(F)cc1)C1CC(=O)N(C2CCCCCCC2)C1 (stereo not given)	-7%	0%	-1.2%	-16%	0%	7%[57.1 µM]	-10%[56.9 µM]	-3%	18%[57.1 µM]
COC(=O)CC(c1ccc(OC)c(OC)c1)c1ccc(OC)c(OC)c1	11%	7%	-4.4%	-24%	0%	4%	-30%	0%	21%
O=C(O)CC/C(=N\Nc1ccc(S(=O)(=O)N2CCOCC2)cc1[N+](=O)[O-])c1cccs1	8%	5%	3.1%	-17%	-4%	79µM*	12%	-6%	?
O=c1cc(N2CCC3(CC2)OCCO3)[nH]c(=O)n1C1CCCCC1	.	-3%	0.4%	-8%	10%	0%	2%	-1%	?
CCN1CCN(CC(=O)c2c(C)n(C)c3ccc(OC)cc23)CC1	-5%	3%	1.8%	-8%	?	-5%	-16%	6%	-20%
Cc1cccc(/C=N/NC(=O)c2ccc(NC(=O)c3cccc(Cl)c3)cc2)n1	-13%	-8%	12%	-20%	?	6%	-36%	-2%	17%
CC(C)OC(=O)CC(=O)CSc1nc2c(cc1C#N)CCCCCC2	-11%	0%	0.5%	-16%	-25%	33%[activator][57.1 µM]	-21%	-4%	-6%[57.1 µM]
O=C(OCCN1CCOCC1)c1ccc(Cl)cc1Cl	7%	-2%	0.3%	-9%	?	3%[2.29 µM]	35%	-2%	11%
Cc1cc(C(N)=O)nn1-c1c(Cl)cc(Cl)cc1Cl	5%	0%	0.0%	-11%	0%	1%	7%	8%	6%
Cc1ccc(NC(=S)N2CCC(NC(=O)c3cccc(F)c3)CC2)cc1	4%	0%	0.2%	-10%	?	2%[57.1 µM]	-10%	0%	-7%[57.1 µM]
CCOc1ccc(N2CC(C(=O)Nc3ccc(N4CCOCC4)cc3)CC2=O)cc1 (stereo not given)	14%	2%	-0.1%	-21%	1%	-8%[11.4 µM]	-28%	6%	21%[11.4 µM]
O=C(CCN1CCN(c2ccc(F)cc2)CC1)Nc1ccc(F)cc1	-17%	-15%	?	-12%	-1%	-6%	6%	9%	-10%
CCCCOc1ccc(C(=O)N(Cc2ccc(C(C)C)cc2)C2CCS(=O)(=O)C2)cc1 (stereo not given)	-14%	-6%	0.0%	-9%	2%	-1%	-9%	13%	9%
COCCN1C(=O)C(O)=C(C(C)=O)C1c1ccc(F)cc1 (stereo not given)	-7%	0%	5.5%	-18%	?	-13%	-10%	4%	-7%
Cc1ccc(Cl)cc1NC(=O)NCc1cccn1Cc1ccc(F)cc1	-12%	0%	0.0%	3%	-2%	-3%	19%	0%	3%
COc1ccc(CCNC(=O)Cn2cc(S(=O)(=O)Cc3ccccc3Cl)c3ccccc32)cc1OC	-4%	3%	2.3%	-10%	-22%	-16%	-22%	-10%	?
Cc1ccc(CN2CCC(C(=O)Nc3ccc(Oc4cccnc4)cc3)CC2)cc1	-11%	1%	0.7%	-4%	-16%	-5%	6%	3%	-12%
O=C(CCc1ccccc1)NNC(=O)Nc1ccccc1	12%	6%	-1.1%	-16%	-4%	-8%	16%	5%	-1%
C[C@@H]1CN([C@H](C)CO)C(=O)c2cc(Br)cnc2O[C@@H]1CN(C)Cc1ccc(-c2ccccc2)cc1	0%	-1%	.	?	?	.	.	0%	.
COc1ccc(NC(=O)COn2nnc3ccc(Cl)cc32)cc1OC	-7%	-3%	2.2%	-6%	5%	10%[57.1 µM]	-17%	-1%	13%
COc1ccc2sc(-c3ccc(N(C)C)cc3)c(C#Cc3cncn3C)c2c1	-1%	?	.	?	-3%	168%[activator][57.1 µM]	-11%	2%	99%
CCCNC(=O)c1onc(CSc2cccc(OC)c2)c1C(=O)NCCC	4%	-3%	-3.7%	-20%	-31%	0%	-1%	11%	19%
O=C(Nc1ccc(F)cc1Cl)C1CCN(c2ncnc3c2nc2n3CCCCC2)CC1	-1%	0%	4.2%	1%	-7%	-2%	-2%	-8%	17%
COCCNC(=O)[C@@]1(Cc2ccccc2)C=C[C@@H](C)N1C(C)=O	1%	-6%	-0.6%	-10%	-5%	5%[57.1 µM]	11%	0%	-9%[57.1 µM]
O=C(NCCOc1ccccc1Cl)C(=O)Nc1ccccc1	-4%	-15%	0.7%	-8%	17%	-1%	-19%	2%	1%

Four records drawn at random from those above, as already listed:
SMILES	Vif-APOBEC3F blk	Vif-A3G inh	RXFP1 ag	USP1 inh	ALOX12 inh	TrxR1 substrate	RGS4 inhibitor	mIDH1 inhibitor	rTrxR1 inhibitor
C[C@@H]1CN([C@H](C)CO)C(=O)c2cc(Br)cnc2O[C@@H]1CN(C)Cc1ccc(-c2ccccc2)cc1	0%	-1%	.	?	?	.	.	0%	.
Cc1ccc(CN2CCC(C(=O)Nc3ccc(Oc4cccnc4)cc3)CC2)cc1	-11%	1%	0.7%	-4%	-16%	-5%	6%	3%	-12%
Cc1cc(C(N)=O)nn1-c1c(Cl)cc(Cl)cc1Cl	5%	0%	0.0%	-11%	0%	1%	7%	8%	6%
COCCN1C(=O)C(O)=C(C(C)=O)C1c1ccc(F)cc1 (stereo not given)	-7%	0%	5.5%	-18%	?	-13%	-10%	4%	-7%
